Compound activity from PubChem BioAssay.
mIDH1 inhibitor = blocks human mutant IDH1 R132H enzyme. 390,000 compounds, 0.093% hits. IDH1-R132H enzyme, NADPH consumption, diaphorase/resazurin fluorescence. O75874. Potency, µM (titrated, usually from 76.6 µM), inactives show top-dose activity change, negative = inhibition, actives largely listed as inhibitors; note: % is set by controls: 0 for no effect and ±100 for the full control effect; nearly all actives have a fitted effect of over 65% in size
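IDH1-R132H (0.5 ug/mL dispensed) in pH 7.5 Tris buffer was preincubated 30 min with compound, then given a substrate mix of 0.016 mM NADPH and 2 mM alpha-KG for 80 min at room temperature; remaining NADPH was read by diaphorase/resazurin fluorescence.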
Vif-APOBEC3F blk = inhibitors of Vif-A3F interaction | HeLa A3F-eYFP + Vif (tagged APOBEC3F with the HIV-1 protein that degrades it), YFP fluorescence increase | Potency, µM (doses to about 46.1 µM), for the others: at the top dose activity, negative = active | 390,000 compounds, 0.2% hits; note: % of control where 0% means no effect; nearly all actives have a fitted effect of over 65% in size
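Fluorescence increase (Ex 488/Em 500-530) after overnight compound treatment at 37 deg C flags inhibition of Vif-driven A3F-eYFP loss in stable HeLa A3F-eYFP/Vif cells seeded overnight beforehand.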
ALOX12 inh = inhibitors of human 12S-lipoxygenase ALOX12; purified 12hLO, xylenol orange hydroperoxide absorbance; Potency, µM (series often up to 108 µM), for the others: top-dose activity change, negative = inhibition, hits mostly inhibitors; 580,000 compounds, 1.1% hits; AID 1671190; note: % is set by controls: 0 for no effect and ±100 for the full control effect
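Purified human 12hLO at 150 nM in 25 mM Hepes, 0.01% Triton X-100, pH 7.0, preincubated 15 min at room temperature with compound. Reaction started with 40 uM arachidonic acid, 30 min at room temperature. Hydroperoxide measured by Fe-xylenol orange, 573/405 nm absorbance ratio.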
RXFP1 ag = agonists of human relaxin receptor RXFP1; AID 2676; Potency, µM (titrated, usually from 57.5 µM), for the others: top-dose activation, actives largely listed as activators; 370,000 compounds, 0.3% hits; Q9HBX9; HEK293T-RXFP1 cAMP TR-FRET, 30 min; response scale: percent of porcine relaxin response, buffer zero; note: % is set by controls: 0 for no effect and ±100 for the full control effect; nearly all actives have a fitted effect of over 60% in size; many of its hits are not listed in these tables
Target sequence (Q9HBX9 whole entry, looked up): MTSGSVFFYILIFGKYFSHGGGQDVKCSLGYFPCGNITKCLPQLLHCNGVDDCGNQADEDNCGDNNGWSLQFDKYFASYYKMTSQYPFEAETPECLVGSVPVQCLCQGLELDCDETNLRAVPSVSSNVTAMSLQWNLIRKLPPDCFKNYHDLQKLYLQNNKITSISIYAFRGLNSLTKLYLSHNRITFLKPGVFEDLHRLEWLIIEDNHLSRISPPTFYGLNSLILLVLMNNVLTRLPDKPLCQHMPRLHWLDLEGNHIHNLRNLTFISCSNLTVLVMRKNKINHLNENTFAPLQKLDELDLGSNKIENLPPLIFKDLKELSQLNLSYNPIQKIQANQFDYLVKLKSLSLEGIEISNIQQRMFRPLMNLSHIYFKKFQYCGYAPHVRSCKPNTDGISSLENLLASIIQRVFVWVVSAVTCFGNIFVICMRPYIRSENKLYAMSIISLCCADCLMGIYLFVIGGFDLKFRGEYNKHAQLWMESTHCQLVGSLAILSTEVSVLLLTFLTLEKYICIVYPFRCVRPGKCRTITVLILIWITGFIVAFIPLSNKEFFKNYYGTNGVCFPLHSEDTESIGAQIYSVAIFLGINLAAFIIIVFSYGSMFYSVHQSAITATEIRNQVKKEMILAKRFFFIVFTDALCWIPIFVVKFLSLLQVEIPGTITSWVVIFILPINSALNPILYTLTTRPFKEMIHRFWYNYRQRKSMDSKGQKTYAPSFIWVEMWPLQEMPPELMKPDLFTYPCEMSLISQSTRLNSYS
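Agonist response is measured as cAMP accumulation in an RXFP1-transfected HEK293T line under PDE4 inhibition. Values are scaled between buffer-only and 29 nM porcine relaxin, and EC50s come from standard Hill equation fits.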
TrxR1 substrate = rat thioredoxin reductase 1 substrate activity; 390,000 compounds, 0.01% hits; Potency, µM (doses to about 114 µM), inactives show top-dose activity change, negative = substrate turnover; purified TrxR1 substrate turnover, NADPH consumption readout; note: % is set by controls: 0 for no effect and ±100 for the full control effect; nearly all actives have a fitted effect of over 50% in size
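Rat TrxR1, dispensed at 90 nM, was prereduced with 400 uM NADPH (final) for 5 min at ~22 deg C, then incubated with compound 15 min before 400 uM selenite. A first-read NADPH fluorescence drop versus no-compound background flagged substrates.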
RGS4 inh = blocks human RGS4-accelerated GTP hydrolysis | P49798 | Potency, µM (doses to about 114 µM), for inactives: top-dose activity change, negative = inhibition, hits mostly inhibitors | AID 504845 | Transcreener GDP fluorescence polarization, RGS4-accelerated GTP hydrolysis | 390,000 compounds, 0.039% hits; note: % is set by controls: 0 for no effect and ±100 for the full control effect; nearly all actives have a fitted effect of over 75% in size; some results filed as inactive show a strong effect at the top dose
Target sequence (P49798 whole entry, looked up): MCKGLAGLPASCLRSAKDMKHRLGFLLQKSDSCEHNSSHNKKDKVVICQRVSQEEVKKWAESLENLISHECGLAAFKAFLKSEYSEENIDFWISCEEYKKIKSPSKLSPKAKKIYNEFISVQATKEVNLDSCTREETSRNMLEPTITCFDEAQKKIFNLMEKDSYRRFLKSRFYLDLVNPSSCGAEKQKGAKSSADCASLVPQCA
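MLSMR compounds (23 nl, pin-transferred) preincubated 10 min at room temperature with a 500nM (2x) first reagent, then RGS4 at 900nM (2x) plus Transcreener GDP mix added; fluorescence polarization (620/688 nm) read before and after 90 min at 30 °C.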
rTrxR1 inhibitor = blocks rat thioredoxin reductase 1 | Potency, µM (titrated, usually from 114 µM), without a hit: at the highest dose activity change, negative = inhibition, most hits filed as inhibitors | 390,000 compounds, 1% hits | AID 588453 | recombinant rTrxR1, NADPH fluorescence consumption, selenite substrate | O89049; note: % is set by controls: 0 for no effect and ±100 for the full control effect; nearly all actives have a fitted effect of over 65% in size
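Rat TrxR1 (90 nM in the dispensed reagent) was pre-reduced with 400 uM NADPH for 5 min at room temperature, then incubated with compound for 15 min. After 400 uM selenite was added, NADPH fluorescence (Ex 340/Em 450 nm) was followed for 8 min.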
USP1-UAF1 inh = inhibitors of human USP1/UAF1 deubiquitinase; recombinant USP1/UAF1, Ub-Rhodamine cleavage fluorescence; Potency, µM (top dose mostly 57.1 µM), for the others: at the top dose activity change, negative = inhibition, most hits filed as inhibitors; 390,000 compounds, 0.23% hits; note: % is set by controls: 0 for no effect and ±100 for the full control effect; nearly all actives have a fitted effect of over 60% in size; inactives centre near -12
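Step one: compound is pinned into 1nM USP1/UAF1 in HEPES pH 7.8 buffer with TCEP. Step two: 15 min room-temperature incubation. Step three: Ub-Rho (150nM final) starts cleavage, tracked by fluorescence over six one-minute reads.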
Vif-APOBEC3G blk = inhibitors of Vif-APOBEC3G interaction. Q9HC16. HeLa A3G-eYFP + Vif (tagged APOBEC3G with the HIV-1 protein that degrades it), YFP fluorescence, overnight. Potency, µM (highest dose often 46.1 µM), inactives show top-dose activity, negative = active, usual class: inhibitors. 410,000 compounds, 0.076% hits. AID 602310;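 note: % is set by controls: 0 for no effect and ±100 for the full control effect; nearly all actives have a fitted effect of over 60% in size; hits raise eYFP signal because A3G escapes Vif-driven loss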
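HeLa cells stably expressing Vif and C-terminally eYFP-tagged A3G, seeded overnight at 37 deg C, then exposed to compound by pintool overnight at 37 deg C. Rise in yellow fluorescence (Ex 488/Em 500-530, Acumen) marks blocked Vif-driven A3G degradation.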
Starred values were filed as active, the others as inactive; ? = inconclusive; . = not tested or not shown; [ ] = remark or other dose. Calls come from the whole dose curve; as a rule, active = well fitted curve in the direction sought with a large enough effect; inconclusive = small, poorly fitted or top-dose-only effect, or another doubt; inactive = no such curve, though single readings can be large; an effect the other way counts as inactive or inconclusive. Potency is the fitted concentration of half-maximal effect. Not all compounds are listed; the hit share may differ from the screen's.

SMILES	mIDH1 inhibitor	Vif-APOBEC3F blk	ALOX12 inh	RXFP1 ag	TrxR1 substrate	RGS4 inh	rTrxR1 inhibitor	USP1-UAF1 inh	Vif-APOBEC3G blk
COc1cc(CNc2cccc(C(=O)O)c2)cc(Br)c1OCC(=O)NC(C)(C)C	1%	-13%	2%	-0.8%	45%[activator]	37%	0%	-1%	-2%
CNC(=O)/C(C#N)=c1\s/c(=C/C(=O)OC)c(=O)n1-c1ccccc1	0%	1%	-4%	-0.5%	-6%	-20%	-15%	-8%	-6%
Cc1ccc(C)c(N2CCN(C(=O)c3cc(C)nc4c3c(C)nn4-c3cccc(F)c3)CC2)c1	17%	5%	-20%	2.4%	4%	-6%	22%	-5%	-4%
COc1cc(OC)c(NS(=O)(=O)c2cc(C(=O)OC(C)C(=O)NC3CC3)c(Cl)cc2Cl)cc1Cl (stereo not given)	3%	-2%	-1%	3.2%	-9%	-25%	-4%	-18%	0%
COc1ccccc1OCCNC(=O)C1CC(=O)N(c2ccccc2OC)C1 (stereo not given)	13%	0%	7%	2.1%	5%	3%	10%	-3%	-3%
CS(=O)(=O)Nc1ccccc1C(=O)NC1CC2CCC1C2 (stereo not given)	3%	-27%	0%	0.5%	80%[activator]	7%	28%	-6%	-7%
CN(Cc1ccccc1)C(=O)Cn1c(=O)c2cccn2c2ccc(F)cc21	-19%	1%	-16%	-0.3%	12%[11.4 µM]	7%	20%	-14%	3%
COCCn1c(=S)[nH]c2ncccc2c1=O	1%	-19%	?	1.8%	-8%	-29%	-18%	-10%	0%
Cc1ccc2nc(NC(=O)CSc3ncnc4c3oc3ccccc34)sc2c1	-1%	-14%	14%	17%	2%	-13%	31%[activator]	10%	0%
COc1ccc(NC(=O)C2CC(=O)N(C)C(=Nc3ccc4c(c3)OCO4)S2)cc1 (stereo not given)	2%	-13%	-35%	-0.6%	6%	21%	9%	5%	?
Cc1cc(CSC(=N)N)c(CSC(=N)N)cc1C	7%	8%	?	-0.4%	-1%[57.1 µM]	17%	2%[57.1 µM]	-10%	2%
CCOC(=O)[C@@H]1[C@H]2COc3cc(OC)ccc3[C@H]2N2C(=O)N(c3ccc(OC)cc3)C(=O)[C@]12C	14%	-18%	16%	.	-2%	-1%	19%	-24%	0%
O=C(Cn1c(=O)oc2cc(S(=O)(=O)N3CCCCCC3)ccc21)Nc1ccc(F)cc1F	.	.	-5%	0.1%	-4%	20%	5%	-6%	.
Cc1ccc(OCC(=O)Nc2cccc(S(=O)(=O)N3CCCCCC3)c2)c([N+](=O)[O-])n1	3%	-1%	3%	4.8%	-4%	-18%	4%	-20%	2%
COc1cc(C(=O)Nc2cccc3ncccc23)cc(OC)c1OC	2%	1%	0%	1.0%	4%[57.1 µM]	10%	0%[57.1 µM]	-9%	-3%
COc1ccccc1NC(=O)c1cc(C(=O)Nc2ccccc2OC)cc(N2C(=O)CCC2=O)c1	-2%	15%	-23%	2.2%	7%[57.1 µM]	-13%	5%[57.1 µM]	-19%	0%
Cc1nn(C(=O)c2cccnc2)c(C)c1C	3%	7%	-1%	2.6%	-2%	1%	22%	-21%	-1%
COc1ccc(C(=O)Nc2ccc3ccccc3c2)cc1OC	4%	-20%	0%	-0.4%	6%[57.1 µM]	27%	8%[57.1 µM]	-9%	0%
Cn1c(=O)c(C(=O)Nc2ccccn2)c(O)c2ccccc21	10%	3%	0%	2.6%	1%	-27%[56.9 µM]	9%	-14%	0%
COc1ccccc1-n1c(C)c(C(C)=O)c2cc(O)ccc21	16%	4%	?	1.1%	0%[57.1 µM]	-1%	6%[57.1 µM]	-7%	-18%
O=C(CCCl)Nc1ccc(S(=O)(=O)NCc2ccco2)cc1	-1%	-3%	4%	0.8%	4%	-17%	-6%	?	0%
COc1ccccc1NC(=O)CSc1nc(=O)n(Cc2ccncc2)c2c1CCCC2	7%	8%	-18%	-0.1%	2%	8%	7%	-15%	2%
CC(C)(C)c1ccc(C2C(C(=O)c3ccco3)=C(O)C(=O)N2CC2CCCO2)cc1 (stereo not given)	10%	-1%	22µM*	15%	-1%	4%	11%	-21%	0%
Cc1ccc(NC(=O)Cn2c(=O)oc3cc(S(=O)(=O)N4CCC(C)CC4)ccc32)cc1Cl	?	-9%	?	0.8%	-1%	11%	1%	-15%	-3%

Retrieved by compound from the list above, four records:
SMILES	mIDH1 inhibitor	Vif-APOBEC3F blk	ALOX12 inh	RXFP1 ag	TrxR1 substrate	RGS4 inh	rTrxR1 inhibitor	USP1-UAF1 inh	Vif-APOBEC3G blk
Cc1ccc(NC(=O)Cn2c(=O)oc3cc(S(=O)(=O)N4CCC(C)CC4)ccc32)cc1Cl	?	-9%	?	0.8%	-1%	11%	1%	-15%	-3%
CC(C)(C)c1ccc(C2C(C(=O)c3ccco3)=C(O)C(=O)N2CC2CCCO2)cc1 (stereo not given)	10%	-1%	22µM*	15%	-1%	4%	11%	-21%	0%
O=C(CCCl)Nc1ccc(S(=O)(=O)NCc2ccco2)cc1	-1%	-3%	4%	0.8%	4%	-17%	-6%	?	0%
Cn1c(=O)c(C(=O)Nc2ccccn2)c(O)c2ccccc21	10%	3%	0%	2.6%	1%	-27%[56.9 µM]	9%	-14%	0%

The listing continues.
SMILES	mIDH1 inhibitor	Vif-APOBEC3F blk	ALOX12 inh	RXFP1 ag	TrxR1 substrate	RGS4 inh	rTrxR1 inhibitor	USP1-UAF1 inh	Vif-APOBEC3G blk
CCCc1cc(=O)[nH]c(Nc2ccc(C(=O)O)cc2)n1	-10%	2%	-2%	0.4%	0%	4%	7%	-24%	4%
COc1ccc(S(=O)(=O)N2CCN=C2SCc2cccc(F)c2)cc1	4%	-3%	1%	1.8%	-7%	10%	20%	-20%	10%
Cc1c(C(=O)Nc2ccc(Br)cc2)cnn1C	10%	-3%	10%	-0.2%	-10%	-12%	-17%	-13%	3%
Cc1cccn2c(=O)c(/C=N/O)c(N3CCCCC3)nc12	0%	2%	.	-1.0%	6%	15%	5%	5%	-7%
C=CCNC(=S)/N=c1/ccccn1CCC	-3%	5%	0%	-0.8%	-11%	-23%	?	-17%	2%
COc1ccc(N2CCN(CCCNC(=O)Cn3c(=O)c4cccn4c4ccccc43)CC2)cc1	3%	8%	-4%	0.1%	3%	19%	21%	-15%	4%
COc1cccc(S(=O)(=O)NCc2ccc(C(=O)Nc3ccc(Cl)c(Cl)c3)cc2)c1	-8%	0%	2%	-0.9%	3%[57.1 µM]	-22%	25%[57.1 µM]	-3%	-1%
COC(C[C@H]1O[C@H]1[C@@H](O)[C@H](C)OCc1ccccc1)OC	10%	4%	?	3.0%	-7%[57.1 µM]	8%	16%	?	-1%
O=C(CSc1nncc2ccccc12)Nc1ccc(F)cc1	0%	-4%	28%	2.8%	-4%	21%	-2%	-11%	-7%
COc1cc(-c2noc(CN3CCN(c4ccccc4)CC3)n2)cc(OC)c1OC	9%	0%	-16%	1.6%	5%	17%	?	-20%	5%
Cn1nnc2c(sc3nc(N4CCOCC4)c4c(c32)CCCC4)c1=O	9%	1%	.	-0.2%	-6%	4%	-5%[57.1 µM]	-1%	-1%
CCN(CC)CCNc1ccc(CO)c2oc3ccccc3c(=O)c12	0%	6%	?	.	.	.	.	-18%	9%
COc1ccc(C(=O)NNC(=O)CSc2nnc3ccccn23)cc1OC	-2%	-28%	?	.	10%[57.1 µM]	16%	-5%[2.29 µM]	-8%	5%
O=C(COC(=O)c1cccs1)NCc1ccc2c(c1)OCO2	0%	4%	0%	-0.5%	0%	24%	6%[57.1 µM]	-2%	0%
Cn1c(=O)c(C(=O)CN2CC(=O)Nc3ccccc32)c(N)n(Cc2ccccc2)c1=O	4%	-3%	35%[activator]	2.2%	14%[57.1 µM]	-12%	24%[57.1 µM]	-25%	4%
Cc1ccc(-n2c(SCC(=O)N3CCCc4ccccc43)nnc2-c2cccnc2)c(C)c1	-17%	-8%	-8%	1.8%	7%	16%	2%[57.1 µM]	?	1%
O=C(OCc1ccc([N+](=O)[O-])cc1)c1cc([N+](=O)[O-])ccc1N1CCOCC1	9%	-15%	-3%	0.5%	-13%	-26%	-22%	-5%	?
O[Si](CCCN1CCCCC1)(c1ccc(F)cc1)C1CCCCC1 (stereo not given)	1%	-1%	-15%	-1.3%	0%[57.1 µM]	-3%[56.9 µM]	?	-25%	2%
Nc1ccc2nn(-c3cccc4ccccc34)nc2c1	-3%	0%	9%	12%	12%[57.1 µM]	5%[11.4 µM]	14%[57.1 µM]	?	-21%
Fc1ccccc1-c1cc2ccccc2cn1	4%	-2%	-7%	-1.0%	6%	1%	1%	-32%	-8%
S=C(c1ccc[nH]1)N1CCOCC1	-1%	2%	-3%	-0.4%	-1%	5%	9%	-17%	-4%
CC(C)(C)C(=O)CN1C2=NCCN2c2ccccc21	3%	1%	-13%	-2.5%	-4%[57.1 µM]	-24%	24%[57.1 µM]	-19%	0%
C=Cn1ccnc1CC(O)c1ccc(OC)cc1 (stereo not given)	2%	10%	-19%	.	0%[57.1 µM]	9%	20%[2.29 µM]	2%	0%
O=C(OC1CCCCC1=O)c1cccc(S(=O)(=O)N2CCCCC2)c1 (stereo not given)	8%	4%	15%	0.2%	2%	-6%	-8%	-21%	-1%
C=CCN(CC(=O)NCc1ccc(F)cc1)C(=O)c1csnn1	3%	-1%	0%	0.7%	16%[57.1 µM]	30%	21%[57.1 µM]	-6%	0%
